Screens deposited in PubChem by National Center for Advancing Translational Sciences (NCATS).
Cycloheximide cs: Cycloheximide Counterscreen for Small Molecule Inhibitors of Shiga Toxin | cell reporter, cycloheximide protein synthesis inhibition counterscreen | max response, % | 12% of 300,000 active | AID 2314, 2010; in the data active = max response mostly above about 13%, no sharp cut-off; inactive = mostly below about 14%; note: read at 38.3 µM for the half of the compounds with a filed dose; 0% is about no effect
Pf growth 48h: Primary qHTS for delayed death inhibitors of the malarial parasite plastid, 48 hour incubation | P. falciparum luciferase growth in erythrocytes, 48 h | 5.9% of 310,000 active | Potency, µM (doses to about 28.7 µM), for the others: top-dose activity change, negative = inhibition, usual class: inhibitors; note: potency is the fitted concentration of half-maximal effect; % is set by controls: 0 for no effect and ±100 for the full control effect
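Cell-based growth assay: transgenic P. falciparum expressing firefly luciferase, cultured in red cells within RPMI 1640 containing 0.5% w/v Albumax, 24 mM bicarbonate and gentamycin. A drop in luciferase activity indicates inhibition.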
Pf growth 96h: Primary qHTS for delayed death inhibitors of the malarial parasite plastid, 96 hour incubation; AID 504834, 2011; P. falciparum luciferase reporter growth, 96 h; 6.9% of 320,000 active; Potency, µM (highest dose often 28.7 µM), inactives show top-dose activity change, negative = inhibition, usual class: inhibitors; note: potency is the fitted concentration of half-maximal effect; % is set by controls: 0 for no effect and ±100 for the full control effect
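Plates of compound plus infected erythrocytes (2% hematocrit, 0.05% parasitemia final) incubate 96 hours, 37 C, 5% CO2. Detection reagent added; reduced luminescence from the parasites' luciferase reporter flags inhibition.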
FBPA Giardia inh: qHTS Assay for Inhibitors of Fructose-1,6-bisphosphate Aldolase from Giardia Lamblia | A8B2U2 | purified Giardia FBPA | Potency, µM (highest dose often 59.6 µM), inactives show at the top dose activity, negative = inhibition, most hits filed as inhibitors | 0.71% of 290,000 active; note: potency is the fitted concentration of half-maximal effect; % is set by controls: 0 for no effect and ±100 for the full control effect; nearly all actives have a fitted effect of over 55% in size
Target sequence (A8B2U2 whole entry, looked up): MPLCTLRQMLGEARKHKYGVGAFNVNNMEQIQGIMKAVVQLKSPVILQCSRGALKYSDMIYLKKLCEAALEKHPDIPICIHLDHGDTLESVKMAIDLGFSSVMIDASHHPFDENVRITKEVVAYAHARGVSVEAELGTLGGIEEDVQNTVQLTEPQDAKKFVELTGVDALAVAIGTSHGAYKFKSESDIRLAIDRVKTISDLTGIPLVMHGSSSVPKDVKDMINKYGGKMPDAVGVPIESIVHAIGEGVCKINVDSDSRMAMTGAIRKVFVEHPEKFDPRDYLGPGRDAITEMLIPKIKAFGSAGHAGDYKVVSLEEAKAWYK
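Giardia FBPA (40 nM reagent) was preincubated 10 min at RT with compound (up to 57.5 uM final), then substrate plus GAPDH/TPI/NAD/arsenate coupling system with diaphorase/resazurin was added; resorufin fluorescence (525/598 nm) was read after 20 min.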
HCV inhibitor: qHTS Assay for Inhibitors of Hepatitis C Virus (HCV) | Huh7.5.1 HCVcc-Cre infection, luciferase reporter, 44 h | Potency, µM (doses to about 41.8 µM), for inactives: at the top dose activity change, negative = inhibition, most hits filed as inhibitors | 3.4% of 340,000 active; note: potency is the fitted concentration of half-maximal effect; % is set by controls: 0 for no effect and ±100 for the full control effect
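Infectious HCV cell culture screen: compound-treated cells (1,000/well, pre-plated 4 h) are infected with HCVcc-Cre at roughly 0.5 moi and grown 44 h. Infection is quantified by luciferase signal after 15 min substrate incubation at room temperature.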
Shiga toxin inh: A qHTS for Small Molecule Inhibitors of Shiga Toxin. Vero cells, Shiga toxin protein synthesis inhibition reporter. inhibition, % at 38.7 µM. 9.2% of 290,000 active; in the data active = inhibition mostly above about 28%, no sharp cut-off; inactive = mostly below about 43%; note: 0% is about no effect
* marks the source's active call; other numbers are inactive results; ? = inconclusive; / = no result given; & = joins results of further samples; [ ] = remark or other dose. Unless noted, calls come from the whole dose curve; as a rule, active = well fitted curve in the direction sought with a large enough effect; inconclusive = small, poorly fitted or top-dose-only effect, or another doubt; inactive = no such curve, though single readings can be large; an effect the other way counts as inactive or inconclusive.

SMILES	Cycloheximide cs	Pf growth 48h	Pf growth 96h	FBPA Giardia inh	HCV inhibitor	Shiga toxin inh
c1ccc(OCCN2CCOCC2)cc1	-2	1%	?	?	8%	0
COc1ccc(C(=O)Nc2nnc(C)s2)cc1S(=O)(=O)N1CCOCC1	/	9%	-7%	/	?	/
c1cc2c3c(cccc3c1)C(N1CCCCCC1)=N2	16	-6%	1%[5.75 µM]	?	-1%	25
COc1ccc(NC(=O)COc2ccc(/C=C/c3cccc[n+]3C)cc2OC)cc1	-5	0.93µM*	5%	/	-20%	-4
O=C(Nc1cccc(CCc2ccccn2)c1)c1ccc(Cl)cc1	11	-18%	34%[activator]	-13%	/	23
Cc1ccccc1NC(=O)N1C2CCC1CC(O)(c1cccnc1)C2 (stereo unspecified)	1	?	-29%	0%	-1%	-18
CCOC(=O)c1ccc(NC(=S)Nc2cc(C)cc(C)n2)cc1	-2	-3%	29%	1%	?	-12
CN(C)CCC(O)c1ccccc1 (stereo unspecified)	-2	44%[activator]	-3%	2%	17%	-9
CCc1ccc(CC2(O)CC(C)N(C)CC2C)cc1 (stereo unspecified)	-3	28%	3%	0%	-8%	-8
CCn1c(SCc2nc3ccccc3s2)nnc1-c1ccccc1	28*	/	22%	-8%	-15%	61*
CCOc1cc(/C=C/C(=O)OCC(=O)NC2CCS(=O)(=O)C2)ccc1OCc1ccccc1 (stereo unspecified)	2	-29%	-5%	-2%	13µM*	-4
Cc1c(C=O)c2ccccc2n1CC(=O)NCc1ccc2c(c1)OCO2	-3	-2%	-1%	2%	15%	3
CCOc1ccccc1N1CC(C(=O)Nc2cc(S(C)(=O)=O)ccc2Cl)CC1=O (stereo unspecified)	/	-2%	5%	/	12%	/
CCN1CCN(Cc2ccc(NC(=O)c3ccc(C)c(NC(=O)c4c[nH]c5cc(C(F)(F)F)ccc5c4=O)c3)cc2C(F)(F)F)CC1	-5	0.59µM*	0.52µM*	-1%	?	-4
CC(Nc1ccc(Cl)cc1)C(=O)NN (stereo unspecified)	1	21%	16%	2%	?	20

4 of these compounds, set out differently:
Screens in order: Cycloheximide cs	Pf growth 48h	Pf growth 96h	FBPA Giardia inh	HCV inhibitor	Shiga toxin inh
CC(Nc1ccc(Cl)cc1)C(=O)NN (stereo unspecified)
    1	21%	16%	2%	?	20
CCOC(=O)c1ccc(NC(=S)Nc2cc(C)cc(C)n2)cc1
    -2	-3%	29%	1%	?	-12
CCc1ccc(CC2(O)CC(C)N(C)CC2C)cc1 (stereo unspecified)
    -3	28%	3%	0%	-8%	-8
c1cc2c3c(cccc3c1)C(N1CCCCCC1)=N2
    16	-6%	1%[5.75 µM]	?	-1%	25

Next structures follow:
SMILES	Cycloheximide cs	Pf growth 48h	Pf growth 96h	FBPA Giardia inh	HCV inhibitor	Shiga toxin inh
COc1cc(/C=C2/C(=O)NN(c3ccc(C)c(Cl)c3)C2=O)cc([N+](=O)[O-])c1O	-2	28%	-3%	-21%	14%	1
COC(=O)C1=C(C)N(CC2CC2)C(=NCCN2CCOCC2)N[C@H]1c1ccccc1	-3&1	11%&14%	?	14%&25%	7%	-5&-9
CCN(CC)S(=O)(=O)c1cccc(N2CC(O)=C(c3ccccc3)C2=N)c1	0	2.6µM*	2.6µM*	4%	2%	17
CCc1nonc1NC(=O)c1oc2ccc(C)cc2c1C	36*	67%[activator]	?	/	-4%	45*
O=C(c1cccc(Cl)c1)N1CCC(N2CCC(C(=O)N3CCOCC3)CC2)CC1	-1	3%	26%	-2%	1%	11
CCN(CC)CC(=O)Nc1ccc2c(c1)N(C(=O)CN(CC)CC)c1ccccc1CC2	14	10µM*	/	-26%	?	-19
O=C(NC1CCCCCC1)C1c2ccccc2C(=O)N1Cc1ccco1 (stereo unspecified)	-1	0%	1µM*	5%	10%	-5
CC(C(=O)NCCc1ccc(Cl)cc1)n1c(=O)c2cccn2c2cccnc21 (stereo unspecified)	-3	1%	13%	8%	11µM*	-14
COc1ccc(-n2nc(C(=O)NCC(=O)NC(C)C)c3ccccc3c2=O)c(OC)c1	-3	15%	20%	3%	18%	-5
CCCCCCCCCC(=O)NNC(=O)c1c(O)c2ccccc2n(CCC)c1=O	1	30%	6%	8%	-4%	-4
O=C1C(O)=C(O)C(=O)C(O)=C1O	/	?	?	13µM*	/	/
O=C(CN1C(=O)NC2(CCCCCC2)C1=O)N1CCN(S(=O)(=O)c2ccc(Cl)cc2)CC1	1	?	1%	6%	8%	-28
CNc1ccc(Br)cc(C(=O)/C=C/c2ccc3c(c2)OCO3)c1=O	25*	15%	?	?	10%	74
CCOC(=O)CC1C(=O)NCCN1S(=O)(=O)c1ccccc1Cl (stereo unspecified)	-5	0%	?	3%	11%	-5
Cc1cc(C)c(C(=O)/C=C/C=C/c2ccccc2)c(=O)[nH]1	25*	45%[activator]	43%[activator]	-12%	1%	52*

Taken from above.
Shiga toxin inh with COC(=O)C1=C(C)N(CC2CC2)C(=NCCN2CCOCC2)N[C@H]1c1ccccc1 stands at -5&-9
Pf growth 48h with CCN(CC)CC(=O)Nc1ccc2c(c1)N(C(=O)CN(CC)CC)c1ccccc1CC2 stands at 10µM*
Pf growth 96h with Cc1cc(C)c(C(=O)/C=C/C=C/c2ccccc2)c(=O)[nH]1 stands at 43%[activator]
Shiga toxin inh with O=C(c1cccc(Cl)c1)N1CCC(N2CCC(C(=O)N3CCOCC3)CC2)CC1 stands at 11
Pf growth 48h with CCN(CC)S(=O)(=O)c1cccc(N2CC(O)=C(c3ccccc3)C2=N)c1 stands at 2.6µM*
FBPA Giardia inh with CCOC(=O)CC1C(=O)NCCN1S(=O)(=O)c1ccccc1Cl (stereo unspecified) stands at 3%

The results go on:
SMILES	Cycloheximide cs	Pf growth 48h	Pf growth 96h	FBPA Giardia inh	HCV inhibitor	Shiga toxin inh
CN(c1ccccc1)C(c1ccc(F)cc1)c1nnnn1CC1CCCO1 (stereo unspecified)	0	?	/	-6%	-14%&5%	1
CC(=O)CC1(O)C(=O)N(CN2CCN(c3ccccc3)CC2)c2ccccc21 (stereo unspecified)	-6	13%	?	-1%	19%	-20
CCC(=NCCCO)c1c(O)n(-c2ccc(OC)cc2)c(=O)[nH]c1=O	-6	-3%	8%	0%	12%	-9
CCCCn1nnnc1SCC(=O)N1CCN(C(=O)c2ccco2)CC1	-1	11%	60%[activator]	-1%	13%	-7
CCc1ccc(-c2nc(CN3CCCC(C(=O)O)C3)c(C)o2)cc1 (stereo unspecified)	7	/	11%	0%	1%	9
Cc1ccc(/C=N/NC(=O)CSc2nc3ccccc3n2Cc2ccc(Cl)cc2)o1	-4	?	?	1%	-21%	32
CNC(=O)c1c[nH]c2ccc(S(=O)(=O)Nc3ccccc3F)cc2c1=O	0	-23%	?	-2%	-1%	-3
Cn1c(=O)c2c(SCC(=O)N3CCCCC3)nc(-c3ccccc3F)nc2n(C)c1=O	-3	5%	40%[activator]	/	?	-8
Cc1ccc(Nc2c(-c3ccc(N4CCOCC4)cc3)nc3ncccn23)c(C)c1	-3	?	?	-25%	?	-1
Cc1ccc(C(=O)OCC(=O)N2CCC(c3ccccc3)=N2)c(C)c1	/	-7%	16%	/	?	/
Cc1ccccc1Cn1ccc(-c2ccc(Cl)cc2)c(C#N)c1=O	-2	-20%	27%	2%	-5%	1
COc1ccc(C(=O)NC(=S)NCCO)cc1Br	16*	32%[activator]	110%[activator]	1%	-24%	23
COc1ccc(C(=O)NCC(=O)OCC(=O)N2CC(C)CC(C)C2)cc1 (stereo unspecified)	-4	/	13%	2%	3%	-9
COCCNc1nc2c(c(=O)[nH]c(=O)n2C)n1CCCc1ccccc1	-2	0%	-10%	4%	23%	/
O=C1N=C(N2CCc3ccccc3C2)S/C1=C\c1cccc(O)c1	7	-19%	?	-3%	4%	6

Complete entries from above.
`CC(=O)CC1(O)C(=O)N(CN2CCN(c3ccccc3)CC2)c2ccccc21` (stereo unspecified) in the list: Cycloheximide cs: -6; Pf growth 48h: 13%; Pf growth 96h: ?; FBPA Giardia inh: -1%; HCV inhibitor: 19%; Shiga toxin inh: -20
`CN(c1ccccc1)C(c1ccc(F)cc1)c1nnnn1CC1CCCO1` (stereo unspecified) in the list: Cycloheximide cs: 0; Pf growth 48h: ?; Pf growth 96h: /; FBPA Giardia inh: -6%; HCV inhibitor: -14%&5%; Shiga toxin inh: 1

(further entries)
SMILES	Cycloheximide cs	Pf growth 48h	Pf growth 96h	FBPA Giardia inh	HCV inhibitor	Shiga toxin inh
CCN1CCN(c2ccc(S(=O)(=O)N3CCCCC3)cc2NC(=O)c2ccc([N+](=O)[O-])s2)CC1	/	4.7µM*	1.7µM*	/	35µM*	/
Cc1cc(-c2n[nH]c(=S)n2Cc2ccco2)n(C)n1	-2	29%	47%[activator]	?	6%	-13
O=c1c[n+]([O-])c2ccccc2n1OCc1c(F)cccc1F	-2	-8%	0%	-3%	13%	-4
CN1CCC(N(C)C(=O)c2cccc(S(=O)(=O)N3CCOCC3)c2)CC1	/	-16%	-16%	/	4%	/
N/C(Cc1ccc([N+](=O)[O-])cc1)=N\OC(=O)COc1cccc2ccccc12	-3	5%	-5%	-3%	5%	-17
Cc1cc(C)c2c(N)c(C(=O)c3ccc(Br)cc3)oc2n1	13	5%	15%	-5%	?	15
O=C(COC(=O)/C=C/c1ccco1)NCc1ccc(Cl)cc1	/	2%	10%	/	2%	/
COc1ccc(O)c(/C=N/N=C2/C(=O)Nc3ccccc32)c1	11	12%	41%[activator]	0%	-4%	-1
O=C(CSc1nc2ccc(NC(=O)CSc3nnnn3Cc3ccccc3)cc2s1)Nc1ccccc1	1	13µM*	?	4%	-16%	13
O=C(Nc1nc2c(s1)CCCC2)c1ccc(Br)s1	42*	-54%	16%	-15%	?	111*
COc1ccc(OC)c(-c2cc(C(=O)Nc3c(C)nn(Cc4ccccc4)c3C)no2)c1	-2	13µM*	?	-12%	?	-16
COc1ccc(C(O)c2nc3ccccc3n2C)cc1OC (stereo unspecified)	-5	10%	2%	6%	2.8µM*	-9
COc1cccc(-c2nn(C)c3sc(C(=O)NCc4ccco4)cc23)c1	7	7.4µM*	4%	-4%	7.1µM*	-13
Cc1nc(N2CCCCC2)sc1C(=O)c1cccc([N+](=O)[O-])c1	37*	?	-65%	-8%	?	84*
COCC(C)n1c(C)cc(C(=O)Cn2nc(C(=O)O)c3ccccc3c2=O)c1C (stereo unspecified)	28	106%[activator]	38%[activator]	-6%	0%	55*
COc1cc(-c2nnc(CSc3nc4ccccc4s3)o2)cc(OC)c1OC	-1	/	/	3%	/	-15
CCn1c(SCC(=O)c2[nH]c(C)c(C(C)=O)c2C)nnc1-c1ccccc1	1	-14%	?	-4%	5.6µM*	-17
O=C(CN(C(=O)CNC(=O)c1cccs1)c1cccc(F)c1)NC1CCCCC1	0	-4%	9%	6%	15%	-6
